TDP1 cell noCPT = qHTS for Inhibitors of human tyrosyl-DNA phosphodiesterase 1 (TDP1): qHTS in cells in absence of CPT. DT40 Tdp1-/- hTDP1 cells, no CPT, ATP luminescence, 48 h. Potency, µM (doses to about 46.2 µM), for the others: at the highest dose activity change, negative = growth inhibition, hits mostly inhibitors. actives 15% (n = 420,000). AID 686978, 2013; further: nearly all actives have a fitted effect of over 55% in size
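Growth kinetics read by CellTiter-Glo luminescence after ≥48 hr at 37 °C. Cells: DT40 Tdp1-/- stably carrying human TDP1, 400 per well, compound exposure in the absence of CPT (DMSO vehicle).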
DT40 TDP1 CPT = growth inhibition of DT40 Tdp1-/-;hTDP1 cells with camptothecin (screen for TDP1 inhibitors); chicken DT40 Tdp1-/-;hTDP1 cells + 20 nM CPT, ATP luminescence, 48 h; Potency, µM (highest dose often 46.2 µM), inactives show top-dose activity change, negative = growth inhibition, most hits filed as inhibitors; actives 12% (n = 420,000); further: nearly all actives have a fitted effect of over 55% in size
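Chicken DT40 Tdp1-/- cells complemented with human TDP1, 400 cells/well, exposed to compounds plus 20 nM camptothecin for at least 48 h at 37 C; viability read as ATP content by CellTiter-Glo luminescence.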
GCN5L2 inh = blocks human GCN5L2 histone acetyltransferase; actives 0.21% (n = 390,000); AID 504327; Potency, µM (series often up to 58.9 µM), for inactives: top-dose activity change, negative = inhibition, usual class: inhibitors; Q92830; GCN5L2 HAT assay, ThioGlo1 CoA-SH fluorescence
Target sequence (Q92830 whole entry, looked up): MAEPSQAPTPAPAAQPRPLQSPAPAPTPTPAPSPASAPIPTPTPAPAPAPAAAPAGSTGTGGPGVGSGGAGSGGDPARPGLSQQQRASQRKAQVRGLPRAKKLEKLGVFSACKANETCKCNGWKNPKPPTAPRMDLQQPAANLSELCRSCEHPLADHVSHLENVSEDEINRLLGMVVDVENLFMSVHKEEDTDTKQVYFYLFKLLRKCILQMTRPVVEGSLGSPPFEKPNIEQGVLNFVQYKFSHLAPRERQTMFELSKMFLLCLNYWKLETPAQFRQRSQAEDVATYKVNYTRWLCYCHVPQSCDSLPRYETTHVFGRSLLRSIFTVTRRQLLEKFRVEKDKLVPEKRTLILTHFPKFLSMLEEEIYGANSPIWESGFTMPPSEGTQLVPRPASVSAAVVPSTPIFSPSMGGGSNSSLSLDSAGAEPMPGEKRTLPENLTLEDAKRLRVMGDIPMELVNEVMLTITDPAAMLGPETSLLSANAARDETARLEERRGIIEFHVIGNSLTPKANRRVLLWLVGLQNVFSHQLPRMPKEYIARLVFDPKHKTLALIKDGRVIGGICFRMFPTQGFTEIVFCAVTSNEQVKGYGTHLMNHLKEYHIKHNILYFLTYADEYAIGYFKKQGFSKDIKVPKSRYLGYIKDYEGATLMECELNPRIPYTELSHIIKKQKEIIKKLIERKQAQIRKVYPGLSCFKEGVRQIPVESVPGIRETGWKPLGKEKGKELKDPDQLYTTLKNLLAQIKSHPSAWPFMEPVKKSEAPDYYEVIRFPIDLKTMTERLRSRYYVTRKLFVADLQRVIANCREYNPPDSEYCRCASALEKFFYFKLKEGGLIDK
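Free CoA generated was detected with ThioGlo1 (50uM) fluorescence at Ex340nm/Em540nm, read immediately and after 20 min at room temperature. Enzyme, 20 nM in HEPES pH 7.5 buffer, saw compounds 15 min before adding 75uM H3(1-25) peptide and 70uM acetyl-CoA.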
Starred values were filed as active, the others as inactive; ? = inconclusive; . = not tested or not shown; & = joins results of further samples. The call rests on the fitted dose curve; in most records, active means well fitted curve in the direction sought with a large enough effect; inconclusive means small, poorly fitted or top-dose-only effect, or another doubt; inactive means no such curve, though single readings can be large; an effect the other way counts as inactive or inconclusive. On the % scale 0 is the no-effect control and ±100 the full control effect; potency means the concentration at half of the fitted maximal effect. An excerpt; the hit share may differ from the screen's.

SMILES | GCN5L2 inh | DT40 TDP1 CPT | TDP1 cell noCPT
COc1ccccc1CNC(=O)C1CCN(c2nn3c(=O)cc(C)nc3s2)CC1 | 2% | -14% | 2%
O=C(CCCN1C(=O)/C(=C\c2ccccc2)SC1=S)Nc1ccc(C(=O)O)cc1 | 2% | -3% | -26%
Cc1ccc(S(=O)(=O)N(C)Cc2nc(-c3ccccn3)no2)cc1 | -1% | 6% | -27%
CCC(=O)N(C)/C=C1\Sc2ccccc2C1=O | -13% | 8% | -8%
CC(=O)NC1(C(F)(F)F)NC(=O)N(CCc2ccccc2)C1=O (centres undefined) | 22% | -2% | -8%
CCOc1ccc(NC(=O)CNC(=O)c2ccc([N+](=O)[O-])cc2)cc1 | -6% | ? | -19%
C=CCNC(=O)c1ccc(NC(=O)C2=CSCCO2)cc1 | -6% | ? | ?
Cc1ccccc1NC(c1cccc(Cl)c1)c1nnnn1C1CCCCC1 (centres undefined) | -13% | 0% | -6%
O=S(=O)(Nc1ccc(-c2ccc(N3CCCCCC3)nn2)cc1)c1cccc(C(F)(F)F)c1 | -12% | 15µM* | ?
Cc1ccccc1Cn1c2ccccc2c2cnn(CC(=O)NCCCN3CCN(C)CC3)c(=O)c21 | ? | ? | ?
O=C(Nc1ccccc1)c1cccc(N2C(=O)C3C4C=CC(C5CC45)C3C2=O)c1 (centres undefined) | -5% | -1% | ?
Cc1onc(C(=O)Nc2cccc(C(F)(F)F)c2)c1[N+](=O)[O-] | -5% | ? | ?
CC(=O)Oc1ccccc1C(=O)Oc1ccc(/C=N/n2cnnc2)cc1 | 0% | -28% | ?
CCOC(=O)C1C(=O)C=C(C)C(C(=O)OCC)C1c1cccc([N+](=O)[O-])c1 (centres undefined) | -5% | ? | ?
C/C(=N\NC(=O)OC(C)(C)C)c1cccc([N+](=O)[O-])c1 | 23% | ? | ?
COc1cc(OC)cc(-c2nc3ccccc3c(=O)n2OC(=O)c2ccc(C)c(C)c2)c1 | -13% | ? | ?
CCCCOC(=O)C1CCC[C@@H](C)N1 (some centres undefined) | -6% | -14% | 2%
O=C1CC(C(=O)O)(c2ccccc2)c2cccc(F)c21 (centres undefined) | 1% | 7% | -4%
O=C(NCc1nc(-c2ccc(C(F)(F)F)cc2)no1)c1cccs1 | -22% | ? | ?
COc1cc(-c2nc3cnccc3n2C)cc(OC)c1OC | 1% | 17% | -4%
CCOC(=O)c1ccccc1NC(=O)Cc1c(C(=O)O)c(C)cn1C | -1% | -7% | -12%
COc1ccc(C)cc1NC(=O)c1cccc(-c2ccc(OC(C)=O)cc2)c1 | -4% | -29% | ?
Cc1cc(NS(=O)(=O)c2ccc(NC(=O)c3ccc(Cl)cc3[N+](=O)[O-])cc2)no1 | -14% | 7% | -2%
C#CCN1C(=O)C2(OCCO2)c2ccccc21 | -8% | 12% | 17%
O=C(NNc1cccc(Cl)c1)c1cccnc1Cl | -1% | 4% | -11%
COCCCN(CCNC(=O)c1ccc(NC2=NC3CS(=O)(=O)CC3S2)cc1)Cc1ccco1 (centres undefined) | -3% | 1% | 6%
O=C(CCCc1c[nH]c2ccccc12)NCc1cccs1 | -8% | 9% | 5%
CCOc1cc(/C=C2\SC(=N)N(c3nonc3N)C2=O)ccc1OCCN1CCOCC1 | -20% | 13µM* | 21µM*
COc1ccc(/C=C(\NC(=O)c2ccccc2)C(=O)N2CCCCC2)cc1OC | -2% | 5% | 8%
CC(C)(C)[C@@H]1COC(=O)[C@H](Cc2ccc(F)cc2)C/C=C\C[C@@H](CC(=O)N(CCO)Cc2ccccc2)C(=O)N1 | 0% | 16µM* | 21µM*
O=C(N/N=C/c1ccccc1)c1[nH]ncc1Br | 1% | -3% | -4%
C=CCNC(=O)CN1CCN(Cc2ccc3c(c2)OCO3)CC1 | 1% | -12% | -4%
CSc1nc2c(c(=O)n1Cc1ccccc1)SC(C)C2 (centres undefined) | -2% | ? | -27%
N#CC1=C(S)N(c2ccccc2)C(c2ccc(-c3cccc(Cl)c3)o2)NC1=O (centres undefined) | -11% | ? | ?
O=C(C1=C(O)C(=O)N(CCCN2CCOCC2)C1c1ccc(Cl)cc1)c1cc2ccccc2o1 (centres undefined) | -6% | -3% | -12%
Cc1ccc(OC(C)C(=O)Nc2ccncc2)cc1 (centres undefined) | -3% | ? | 13µM*
CCC(=O)N1CCc2cc(S(=O)(=O)NC(CC(C)C)C(=O)NCc3cccc(OC)c3)ccc21 (centres undefined) | -7% | -2% | -14%
Cn1nc(C(C)(C)C)c([N+](=O)[O-])c1C(=O)N1CCCCCC1 | -2% | -26% | ?
CCOC(=O)C(NCc1ccccc1OC)(NC(=O)c1ccccc1)C(F)(F)F (centres undefined) | 5% | -14% | -26%
O=C1c2cc([N+](=O)[O-])ccc2-c2cc(Cl)c(NC(=O)C(F)(F)F)cc21 | . | ? | ?
Cc1ccc2c(c1)[C@H]1OCC[C@H]1[C@@H](c1ccncc1)N2 | -5% | ? | ?
Cc1ccc2oc(C(=O)NCC(c3ccco3)N(C)C)c(C)c2c1 (centres undefined) | -4% | ? | 4.1µM*
COc1cccc(-c2sc3ccc(OC)cc3c2-c2ccc(O)cc2)c1 | 3% | ? | ?
Nc1c(C(=O)N/N=C/c2ccc([N+](=O)[O-])cc2)cnn1-c1ccccc1 | -6% | -20% | -19%
COc1ccc(CCNC(=O)CCn2c(=O)c3cccn3c3cccnc32)c(OC)c1OC | -5% | ? | ?
Cc1cc(C)c(NC(=O)CN(c2ccccc2)S(=O)(=O)N(C)C)c(C)c1 | -9%&1% | -15% | -11%
CC1(C(=O)CSc2nc3ccccc3s2)CCC(=O)O1 (centres undefined) | -1% | ? | -6%
O=S(=O)(c1ccc(Cl)cc1)N1CCCC(c2nc(-c3ccc(F)cc3)no2)C1 (centres undefined) | -9% | 15µM* | ?
CCCCc1ccc(-n2nc3ccc(NC(=O)c4cc5ccccc5o4)cc3n2)cc1 | 2% | ? | 10µM*
O=c1cc(N2CCc3ccccc3C2)[nH]c(=O)n1Cc1ccc(F)cc1 | -8% | -29% | -16%
O=C(Nc1ccccc1O)C(c1ccccc1)c1ccccc1 | -4% | ? | 7.3µM*
Cc1ccccc1N1C(=O)C2C3CCC(O3)C2C1=O (centres undefined) | -6% | -2% | -4%
Cc1nc(Cl)cc(N/N=C/c2ccc(O)cc2O)n1 | -12% | ? | 21µM*
Cc1ccc(S(=O)(=O)N(C)C)cc1NC(=O)Cn1c(CN2CCOCC2)nc2ccccc2c1=O | -5% | ? | 0%
COc1ccc(/C=C2/C(=N)N3N=C(CC(=O)N4CCCC4)SC3=NC2=O)cc1OC | -11% | -4% | 4%
CC(CNC(=O)Cn1ccc2cc(S(=O)(=O)N3CCCC3)ccc21)c1ccccc1 (centres undefined) | -5% | 18µM* | 23µM*
CC(C)(C)NC(=O)CN(C(=O)CCC(=O)Nc1nccs1)c1cccc(C(F)(F)F)c1 | -14% | -3% | 1%
Cc1ccc(C(=O)N/C(=C/c2ccco2)C(=O)NCC2CCCO2)cc1 (centres undefined) | 2% | 0% | -1%
O=C(Nc1ccc(F)c(Cl)c1)C1CCCN(c2cnccn2)C1 (centres undefined) | -8%&-1% | ? | ?
CCOC(=O)C(Cc1cc(N)c(Oc2ccc(OC)cc2)c(N)c1)NC(C)=O (centres undefined) | . | -3% | -26%

Continuation.
SMILES | GCN5L2 inh | DT40 TDP1 CPT | TDP1 cell noCPT
O=C(NCc1ccccc1)[C@@H]1CCCN1C(=O)[C@@H]1CCCN1C(=O)c1cccs1 | . | -44% | -41%
COc1cccc(CNC(=O)c2c(OC)cc(=O)n3c2CCN(C(=O)C2CC=CCC2)CC3)c1 (centres undefined) | . | -9% | -13%
COc1ccc(-c2[nH]c(-c3cccc(OC)c3)nc2SCC(=O)NCc2ccco2)cc1 | -5% | -7% | ?
CCOC(=O)c1c(C)n(C)c2ccc(OC)c(NC(=O)CN3CCN(C4CCCCC4)CC3)c12 | 1% | -25% | -2%
Cc1ccc(NC(=O)CCNC(=O)c2ccccc2Cl)cc1S(=O)(=O)N1CCCCCC1 | -7% | ? | ?
O=C(CC(C(=O)O)P(=O)(c1ccccc1)c1ccccc1)c1ccc(Br)cc1 (centres undefined) | 0% | -9% | 8%
CSCCC(NS(=O)(=O)c1ccc2c(c1)oc(=O)n2C)C(=O)NCc1ccc(Cl)cc1 (centres undefined) | -9% | -10% | -6%
CCCCn1c(NCc2cc(C)ccc2O)nc2ccccc21 | . | -1% | -29%
Cc1[nH]c(=O)[nH]c(=O)c1S(=O)(=O)N1CCCC(C(=O)NCCc2ccccc2)C1 (centres undefined) | -4% | 6% | -5%
C(=N\Nc1nc(-c2ccccc2)cs1)/c1ccncc1 | -6% | -24% | ?
Cc1ccc(NC(=O)COC(=O)CCC(=O)c2cccs2)cc1S(=O)(=O)N1CCOCC1 | 0% | -7% | 1%
C[C@@H](C(=O)Nc1ccc2ccccc2c1)[C@H]1C[C@]1(C)[C@H](NS(=O)(=O)c1ccccc1)c1ccccc1 | -10% | ? | 21µM*
COc1cc([C@@H]2CC=C(C(=O)O)[C@H](c3ccc(Cl)cc3)N2S(=O)(=O)c2ccc(C)cc2)cc(OC)c1OC | -1% | ? | ?
CC1CCN(S(=O)(=O)c2ccc3c(c2)c(=O)c(C(=O)N2CCN(c4cccc(Cl)c4)CC2)cn3C)CC1 | -1% | ? | -20%
O=S(=O)([N-]c1nc2ccccc2nc1-n1cc[n+](Cc2ccccc2)c1)c1ccc(Cl)cc1 | -3% | 12% | -18%
Cn1cc(-c2nc3cncnc3n(Cc3ccccc3Cl)c2=O)c2ccccc21 | -5% | -3% | -9%
C=CCn1c(C)cc(C(=O)CSc2nnc(-c3cccc(S(=O)(=O)N(CC)CC)c3)o2)c1C | -13% | ? | ?
CCCCn1c(SCC(=O)N2c3ccccc3Sc3ccccc32)nc2c1c(=O)n(C)c(=O)n2C | -10% | ? | 26µM*
Cc1ccc(-c2[nH]c3ccccc3c2SCCN)cc1 | -10% | ? | 15µM*
CCOC(=O)Cc1csc(NC(=O)c2cnc3scc(C)n3c2=O)n1 | . | -29% | ?

Brought forward from above: 4 compounds; new compounds follow.
SMILES | GCN5L2 inh | DT40 TDP1 CPT | TDP1 cell noCPT
C=CCn1c(C)cc(C(=O)CSc2nnc(-c3cccc(S(=O)(=O)N(CC)CC)c3)o2)c1C | -13% | ? | ?
CCCCn1c(SCC(=O)N2c3ccccc3Sc3ccccc32)nc2c1c(=O)n(C)c(=O)n2C | -10% | ? | 26µM*
Cc1ccc(-c2[nH]c3ccccc3c2SCCN)cc1 | -10% | ? | 15µM*
CCOC(=O)Cc1csc(NC(=O)c2cnc3scc(C)n3c2=O)n1 | . | -29% | ?
O=C(COC(=O)c1ccc(S(=O)(=O)NCc2ccco2)cc1)Nc1ccc(Cl)cn1 | -2% | 2% | 8%
O=C(CC(c1ccccc1)(c1ccccc1)c1ccccc1)N[C@@H](Cc1ccccc1)C(=O)O | 2% | 1% | 14%
Cc1cc(C)cc(N(C(C)C(=O)N2CCOCC2)S(C)(=O)=O)c1 (centres undefined) | 1% | 0% | -20%
CC(C)(C)CC(=O)Nc1nc(C(N)Cc2ccc(C(F)(F)F)cc2)cs1 (centres undefined) | . | 23µM* | 16µM*
Cc1ccccc1C(=O)NC1(C(F)(F)F)C(=O)Nc2c1c(=O)[nH]c(=O)n2CCc1ccccc1 (centres undefined) | -5% | -3% | 6%

Reprinted at random: four entries already listed.
SMILES | GCN5L2 inh | DT40 TDP1 CPT | TDP1 cell noCPT
CC(C)(C)CC(=O)Nc1nc(C(N)Cc2ccc(C(F)(F)F)cc2)cs1 (centres undefined) | . | 23µM* | 16µM*
Cc1ccccc1C(=O)NC1(C(F)(F)F)C(=O)Nc2c1c(=O)[nH]c(=O)n2CCc1ccccc1 (centres undefined) | -5% | -3% | 6%
O=C(COC(=O)c1ccc(S(=O)(=O)NCc2ccco2)cc1)Nc1ccc(Cl)cn1 | -2% | 2% | 8%
O=C(CC(c1ccccc1)(c1ccccc1)c1ccccc1)N[C@@H](Cc1ccccc1)C(=O)O | 2% | 1% | 14%

Assay outcomes from PubChem.
